# Compound activity from PubChem BioAssay.
# PMI inhibitors – inhibitors of human PMI, primary screen, biochemical, fluorescence intensity, coupled assay (AID 1209) | purified PMI enzyme, coupled fluorescence intensity; higher % means a stronger effect | one-dose inhibition, % at 20 µM; IC50 in µM for titrated hits | hit rate 0.42% among 190,000;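 also: plate controls were DMSO vehicle for no effect and wells lacking substrate for full effect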
# WT yeast gro inh – growth inhibition of WT yeast, mitochondrial fusion screen; mitochondrial fusion phenotypic screen, WT strain; hit rate 2.1% among 190,000; inhibition, % at 10 µM; AID 1362; in the data active = inhibition above about 58%; tested in S. cerevisiae
# PMI inhibition – human PMI inhibitors, high substrate, primary screen, biochemical, fluorescence intensity, high mannose 6-phosphate (AID 1220) | one-dose inhibition, % at 20 µM; IC50 in µM for titrated hits | hit rate 0.66% among 190,000 | recombinant PMI enzyme, coupled fluorescence intensity; higher % means a stronger effect
# Yfh1-off respiration – mitochondrial function rescue without frataxin homolog – Friedreich's ataxia, plus single-dose screen, dose response (AID 1465); S. cerevisiae Yfh1-off respiration, WST-1 reduction, 72 h; higher fold induction means a stronger effect; fold induction at 50 µM, or EC50 in µM where a hit was titrated; hit rate 0.074% among 220,000;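 active = fold induction of absorbance versus untreated yeast above a set limit, then at least 30% activation at any dose in follow-up; inconclusive = repeats straddling the limit, or above it without dose testing; inactive = fold induction below the set limit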;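 also: activators that raise dye reduction in frataxin-depleted yeast; strong numbers were not always called active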
# MT stabilizer – microtubule stabilizers in HeLa cells; HeLa tubulin immunostaining HCS, 24 h; share of cells brighter than vehicle mean+2SD; % tubulin-high responders, % at 10 µM; hit rate 0.83% among 200,000;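 active = plate Z-score above 3 for both tubulin-high and condensed-nucleus cell shares, with cell loss under 80%, at 10 µM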;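 also: anti alpha tubulin signal scored within the nucleus-defined area of each cell; some results filed as inactive read as strong as hits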
# Autophagy mod – modulators of autophagy. MEF GFP-LC3 puncta imaging; test concentration mostly 10 µM. hit rate 0.98% among 190,000. calls only at 10 µM (by protocol);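 active = percentage of spot-positive cells more than 3 SD above its plate mean, without a fluorescence outlier flag or 80% toxicity; inconclusive = no clear call, values can overlap the other calls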;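 also: spot-positive cell cutoff set from DMSO-treated cells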
# Ins promoter up – MIN6 insulin promoter up-regulation | MIN6 insulin promoter-GFP reporter, high-content imaging; hits give high values | z-score at 5 µM | hit rate 0.3% among 190,000;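 active = z-score above 3 at 5 µM with at least 500 cells counted in the well; inconclusive = wells under 500 cells, flagged as cytotoxic or low count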
# Dynein cargo inh – blocks dynein driven cargo transport along microtubules; AID 1381; hit rate 0.47% among 220,000; z-score, hits read low; 3617.4 mouse cells, GR-EGFP nuclear translocation imaging; test concentration mostly 20 µM; stimulated with dexamethasone, 1 µM; hits give low values;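 active = plate z-score of nuclear minus cytoplasmic receptor signal below a set negative limit, without overly bright fluorescence or cell loss, cut at about -3.5 in these data, passing the limit was not always enough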;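 also: z-score of nuclear minus cytoplasmic ring GR-EGFP intensity difference per well; some compounds called inactive have numbers as strong as hits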
#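 Also added: dexamethasone, 1.0 µM final. Medium: tet-free, stripped-serum medium. Detection: fixed, Hoechst-stained cells imaged at 10x for EGFP. Read-out: nuclear-to-cytoplasmic GR-EGFP distribution per well. Times: induction 48 h, compound 1 h, agonist 30 min.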
# bCat nuc transl – modulators of beta-catenin nuclear translocation; nuclear translocation activity, % at 5 µM; hit rate 0.3% among 190,000; HeLa beta-catenin nuclear translocation, immunofluorescence imaging;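 active = nuclear translocation activity above 50% at 5 µM, with a well cell count of 50 or more; inconclusive = wells under 50 cells across six images, flagged as toxic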;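 also: per-cell ratio of nuclear to cytoplasmic median beta-catenin stain intensity; plate controls were DMSO negative control for no effect and GSK-3 inhibitor IX positive control for full effect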
#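 Test system: HeLa cells, endogenous beta-catenin; Compound: single 5 µM dose plus 0.02–20 µM confirmation series; Times: compound exposure 24 h at 37°C; Signal: fluorescence imaging of beta-catenin antibody stain plus DAPI; Read-out: % activation, nuclear-to-cytoplasmic median beta-catenin signal ratio per cell.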
# WT yeast gro inh mutant strain – recorded beside WT yeast gro inh, whose call it bears; inhibition, %; mitochondrial fusion phenotypic screen, mutant strain inhibition
# Dynein cargo inh cytoplasmic EGFP – further read-out of Dynein cargo inh, marked with its call; z-score; measured here: cytoplasmic GR-EGFP intensity; hits give high values
# Dynein cargo inh nuclear GR-EGFP – also measured in Dynein cargo inh; calls as there; z-score; measured here: nuclear GR-EGFP intensity;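 lower value marks the stronger effect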
# Dynein cargo inh cell count – also measured in Dynein cargo inh; calls as there; z-score; measured here: cell count per field
# Ins promoter up cell count – also measured in Ins promoter up; calls as there; cell count; measured here: cytotoxicity, nuclei count;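 total cells summed across four imaged fields per well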
# bCat nuc transl cell count 5 µM – second read-out of bCat nuc transl, no call of its own (marks repeat the call); cell count; measured here: cell count, cytotoxicity flag
# MT stabilizer Hoechst-high % – recorded beside MT stabilizer, whose call it bears; % Hoechst-high responders; measured here: nuclear condensation Hoechst responders;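 share of cells brighter than vehicle mean plus two SD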
# MT stabilizer cytotoxicity % – further read-out of MT stabilizer, marked with its call; toxicity, %; measured here: cytotoxicity by cell density;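 0% = mean cell density of plate MIN control wells and 100% = no cells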
# Autophagy mod cell loss 18 h – recorded beside Autophagy mod, whose call it bears; toxicity, %; measured here: cell loss, nuclei count;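 cell loss after 18 h compound exposure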
# * hit, by the source's call; i = inactive; ? = inconclusive; nt = no result given. Rule as the data show it, unless noted: active = inhibition above about 50%; inactive = the rest. Rows were taken by chance; overall some 5% were active at least once.
SMILES,PMI inhibitors,WT yeast gro inh,WT yeast gro inh mutant strain,PMI inhibition,Yfh1-off respiration,MT stabilizer,MT stabilizer Hoechst-high %,MT stabilizer cytotoxicity %,Autophagy mod,Autophagy mod cell loss 18 h,Ins promoter up,Ins promoter up cell count,Dynein cargo inh,Dynein cargo inh cytoplasmic EGFP,Dynein cargo inh nuclear GR-EGFP,Dynein cargo inh cell count,bCat nuc transl,bCat nuc transl cell count 5 µM
CN(C(=O)c1cccc(C#N)c1)c1nnc(-c2ccncc2)s1,3%,11,11,1%,i,5.0,2.3,12,i,-8,0.88,1352,-0.04,-0.25,-0.16,0.19,-5.8,1052
O=C(/C=C/c1ccc2ccccc2c1)c1ccoc1,2%,2,-6,2%,i,1.2,1.4,2.7,i,0,-0.39,1554,-0.25,-0.12,0.076,0.067,-1.4,1336
O=C(c1ccccc1)N1CCN(C(=O)c2ccccc2)CC1,-16%,-8,-1,-15%,i,3.5,2.6,5.5,i,-9,nt,nt,0.94,-0.27,0.33,0.55,0.6,469
Cc1ccc2c(C(=O)CN3CCOCC3)c(C)[nH]c2c1,10%,-3,0,11%,i,4.0,2.1,6.0,i,2,0.03,1941,-0.63,-0.24,-0.13,0.8,3.5,1075
CCOc1ccccc1NC(=O)c1nc[nH]c1C(=O)Nc1ccccc1OCC,4%,-3,11,3%,i,9.0,3.8,6.3,i,-8,-0.18,1644,-0.83,-0.2,-0.17,0.059,nt,nt
CCCN(Cc1ccccc1)C(=S)NC(=O)c1ccccc1[N+](=O)[O-],9%,34,16,-1%,i,0.7,1.1,1.0,i,0,-0.46,1515,0.16,-0.076,0.81,-0.18,-3.4,1095
CCCn1c(C)cc(=O)c2cc(NC(=O)c3cnccn3)ccc21,16%,1,1,19%,i,4.5,6.2,3.7,i,4,-0.18,1857,0.023,0.059,0.34,0.21,1.0,1075
Fc1ccc(-c2nnc(SCc3cccnc3)o2)cc1,5%,-1,-19,2%,i,3.0,2.0,3.2,i,-5,-0.22,1430,0.042,-0.31,0.38,-0.48,1.8,936
C=C(C)CNC(=O)CCc1nnc(Cc2cccc(C(F)(F)F)c2)o1,nt,-10,-2,nt,i,1.9,1.9,9.1,i,3,nt,nt,1.1,-0.15,0.52,-0.95,0.0,1594
Cc1cc(=O)oc2c1c(C)nn2-c1ccc(C(=O)OC(C)C)cc1,8%,-5,-8,8%,nt,nt,nt,nt,nt,nt,1.8,1960,nt,nt,nt,nt,-0.8,1021
Cc1cc(C)n2c3c(c(C#N)c2n1)CC(C)(C)OC3,0%,3,-5,-8%,i,2.6,2.7,1.6,i,0,0.07,1204,-0.78,-0.29,-0.32,0.44,0.1,1100
CCOC(=O)c1ccc(N2NC(=O)/C(=C/c3ccc(OC(=O)c4ccco4)c(OC)c3)C2=O)cc1,-17%,16,9,-18%,i,1.3,1.7,11,i,23,0.6,1295,-1.1,0.17,-0.21,-1.2,-2.6,969
CC(C)NC(=O)COc1ccccc1C#N,-6%,9,9,-5%,i,2.9,1.6,8.3,i,16,-0.53,1209,0.4,-0.24,1.1,-0.92,-2.1,1106
Cc1ccc(S(=O)(=O)NCC(=O)N(c2ccccc2)C(C(=O)NCc2ccccc2)c2ccco2)cc1 (stereo unspecified),57%*,6,-2,9%,i,2.9,2.2,6.9,i,-14,0.66,2324,-0.86,-0.16,-0.79,0.57,-0.4,915
Cc1cccc(Nc2nnc(SCC3CCCCO3)s2)c1C (stereo unspecified),12%,15,3,-2%,i,1.2,3.0,12,i,-44,-0.03,1472,0.093,-0.1,-0.03,-0.86,2.9,1078
CCOC(=O)N1CCN(C(=O)CS(=O)(=O)c2cn(Cc3ccccc3C)c3ccccc23)CC1,5%,4,-4,13%,i,2.7,2.4,6.5,i,5,-0.07,1203,-0.19,9.8e-05,0.2,-1.1,-1.7,1255
CCOC(=O)C1CCN(C(=O)c2sc3nc(C)nc(N4CCC(C)CC4)c3c2C)CC1,-4%,9,-15,-6%,i,2.7,1.7,12,i,-26,?,nt,-0.18,-0.15,0.76,0.15,0.5,1211
COc1ccc(Br)cc1S(=O)(=O)Nc1ncccc1C,-2%,-21,6,-2%,i,3.6,1.4,5.3,i,-18,1.8,1414,0.069,-0.21,0.17,-0.41,-2.5,1105
CCCNC(=O)Nc1nc2ccccc2s1,nt,nt,nt,nt,i,nt,nt,nt,nt,nt,0.25,944,-0.28,-0.09,0.73,-0.81,-0.7,1394
COc1cc(CCN2C(=O)c3cccc4cccc(c34)C2=O)c(S(=O)(=O)N2CCC(C)CC2)cc1OC,20%,7,5,20%,i,5.7,2.2,9.3,i,6,-1.1,1334,-0.47,-0.091,-0.22,0.47,-4.8,1172

# The last two entries of the part above are carried over, then new ones follow:
SMILES,PMI inhibitors,WT yeast gro inh,WT yeast gro inh mutant strain,PMI inhibition,Yfh1-off respiration,MT stabilizer,MT stabilizer Hoechst-high %,MT stabilizer cytotoxicity %,Autophagy mod,Autophagy mod cell loss 18 h,Ins promoter up,Ins promoter up cell count,Dynein cargo inh,Dynein cargo inh cytoplasmic EGFP,Dynein cargo inh nuclear GR-EGFP,Dynein cargo inh cell count,bCat nuc transl,bCat nuc transl cell count 5 µM
CCCNC(=O)Nc1nc2ccccc2s1,nt,nt,nt,nt,i,nt,nt,nt,nt,nt,0.25,944,-0.28,-0.09,0.73,-0.81,-0.7,1394
COc1cc(CCN2C(=O)c3cccc4cccc(c34)C2=O)c(S(=O)(=O)N2CCC(C)CC2)cc1OC,20%,7,5,20%,i,5.7,2.2,9.3,i,6,-1.1,1334,-0.47,-0.091,-0.22,0.47,-4.8,1172
Cc1cccc(CSc2nnc(CCNC(=O)OC(C)(C)C)o2)c1,nt,nt,nt,nt,i,nt,nt,nt,nt,nt,-0.04,1010,2.9,-0.095,1.4,-2.3,2.2,1360
O=C1CC(N2CCN(c3nc4ccccc4s3)CC2)C(=O)N1Cc1cccs1 (stereo unspecified),18%,-19,-5,3%,i,2.6,2.1,5.3,i,0,0.37,1189,0.27,-0.23,0.33,0.18,6.4,1098
Cc1nn(-c2ccc(C(=O)O)cc2)c(N)c1-c1ccccc1,7%,-2,1,2%,nt,2.5,1.8,8.8,i,16,0.56,1527,-1.1,0.094,-0.2,1.1,-3.3,1032
CC(Oc1ccccc1)C(=O)NC1CC(C)(C)NC(C)(C)C1 (stereo unspecified),3%,0,-10,4%,i,2.0,1.7,6.8,i,0,-0.03,1330,-0.61,-0.25,-0.096,-0.23,-0.2,1059
O=C(CSCc1ccccc1Br)NC1CC1,-8%,8,15,-7%,i,1.7,2.1,5.7,i,32,0.16,1348,-0.54,-0.063,-0.041,1,-1.9,1018
COc1ccc(CC2(CO)CCN(Cc3c(C)nn(C(C)C)c3C)CC2)cc1,12%,-19,-20,12%,i,4.9,1.4,4.5,i,4,-0.29,1490,-0.9,0.8,-0.36,1.1,-0.7,1062
Cc1cc(NC(=O)c2ccccc2O)nc(C)n1,7%,10,-3,14%,i,1.7,1.4,8.0,i,-3,0.93,1628,-1,0.27,-0.39,0.81,-1.9,1072
CCCNC(=O)CSc1nc2[nH]ncc2c(=O)[nH]1,-9%,6,-7,-9%,i,2.2,2.0,6.0,i,-6,0.18,1226,1.4,-0.35,0.5,-1.4,0.1,1084
C=CCc1cc(C=O)cc(OCC)c1O,18%,-5,1,43%,i,1.5,1.4,6.7,i,7,1.4,1311,-0.79,-0.2,0.04,0.53,0.6,995
O=C(O)CC1=C(Nc2ccccc2)C(=O)N(c2ccccc2)C1c1ccc(F)cc1 (stereo unspecified),-29%,-2,-12,-19%,i,1.7,2.9,8.5,i,0,0.13,1262,-1.6,-0.25,-1.2,1,1.2,507
CCOC(=O)c1c(NC(=O)c2ccc(Br)o2)sc2c1CCCC2,9%,16,16,10%,i,4.2,2.1,10,i,17,-0.06,1023,-0.79,-0.18,0.0021,0.99,0.5,1123
O=C(NCCc1c[nH]c2ccccc12)C(=O)Nc1ccccc1,-5%,1,3,5%,i,4.2,3.2,11,i,-5,0.17,1249,0.099,-0.27,0.32,-0.39,0.1,1055
CCOc1cc(N2CCOCC2)c(OCC)cc1NC(=O)CSc1ncccn1,17%,-9,10,51%*,i,4.4,2.7,8.7,i,-5,-0.02,1176,-0.6,-0.22,0.11,0.17,-2.1,1011
Cc1ccc(Cc2cnc(N)s2)o1,17%,11,4,34%,i,8.3,2.0,2.8,i,-4,0.68,1066,0.88,-0.3,0.65,-0.025,-4.0,933
COc1ccc2c(c1)c(C(=O)CN1CCc3ccccc3C1)c(C)n2C,nt,nt,nt,nt,i,nt,nt,nt,nt,nt,1.3,1372,-0.09,-0.26,-0.11,-0.06,-0.3,1311
CCc1ccc(-n2c(=O)c3ccccc3n(CC(=O)NCc3ccco3)c2=O)cc1,-8%,-19,10,-7%,i,5.3,1.8,2.9,i,-9,-0.49,1328,2.5,-0.31,0.63,-1.2,-0.7,1090
COc1cc(/C=C2\SC(=O)N(CC(=O)Nc3cccc(C)c3)C2=O)cc([N+](=O)[O-])c1O,5%,5,12,21%,i,1.6,1.4,2.6,i,5,-0.75,1136,-1,-0.24,-0.64,0.82,-0.1,1114
CCC(C)(C)n1nnnc1C(c1cccnc1)N1CCC(Cc2ccccc2)CC1 (stereo unspecified),nt,-89,-7,nt,i,2.5,2.7,1.2,i,2,-0.43,1606,-0.39,-0.19,-0.35,0.15,0.2,1544
